# Screening results from PubChem.
# AmpC no deterg: qHTS Inhibitors of AmpC Beta-Lactamase (assay without detergent); P00811; AmpC nitrocefin hydrolysis, absorbance 480 nm, 0.0001% Triton; Potency, µM (titrated, usually from 57.1 µM), without a hit: at the top dose activity change, negative = inhibition, most hits filed as inhibitors; actives 0.52% (n = 330,000); AID 485341, 2010;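 further: potency means the concentration at half of the fitted maximal effect; plate controls were no compound for no effect and no enzyme for full effect; nearly all actives have a fitted effect of over 20% in size; some results filed as inactive show a strong effect at the top dose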
# Target sequence (P00811 whole entry, looked up): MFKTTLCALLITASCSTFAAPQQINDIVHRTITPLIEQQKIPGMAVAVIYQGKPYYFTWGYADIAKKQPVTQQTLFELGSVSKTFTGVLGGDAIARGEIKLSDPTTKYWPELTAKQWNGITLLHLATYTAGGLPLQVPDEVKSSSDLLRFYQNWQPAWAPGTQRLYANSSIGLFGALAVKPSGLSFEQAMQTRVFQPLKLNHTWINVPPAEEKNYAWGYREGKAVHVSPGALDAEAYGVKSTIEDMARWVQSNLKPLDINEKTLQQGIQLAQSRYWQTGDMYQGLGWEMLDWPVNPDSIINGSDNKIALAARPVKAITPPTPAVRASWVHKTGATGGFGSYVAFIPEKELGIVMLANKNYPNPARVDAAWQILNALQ
#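 20 mM phosphate pH 7.0 + 0.01% (detergent screen) or 0.0001% Triton X-100; 5.3 nM AmpC reagent; cpd preinc 15 min RT; nitrocefin (800 uM stock) to start; A480 q20 s × 4 min; Activity was normalised to no-enzyme and no-compound control wells.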
# HCV inhibitor: qHTS Assay for Inhibitors of Hepatitis C Virus (HCV) | Potency, µM (series often up to 41.8 µM), without a hit: at the top dose activity change, negative = inhibition, usual class: inhibitors | actives 3.4% (n = 340,000) | Huh7.5.1 HCVcc-Cre infection, luciferase reporter, 44 h | AID 651820, 2012; further: potency means the concentration at half of the fitted maximal effect
#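 After 44 h co-culture of compound, cells and HCVcc-Cre (~0.5 moi), substrate is added for 15 min at room temperature and luciferase measured over 15 sec. Cells were seeded at 1,000/well and pre-cultured 4 h.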
# Giardia FBPA inh: qHTS Assay for Inhibitors of Fructose-1,6-bisphosphate Aldolase from Giardia Lamblia | A8B2U2 | purified Giardia FBPA | Potency, µM (titrated, usually from 59.6 µM), for inactives: at the top dose activity, negative = inhibition, hits mostly inhibitors | actives 0.71% (n = 290,000) | AID 2451, 2010; further: potency means the concentration at half of the fitted maximal effect; nearly all actives have a fitted effect of over 55% in size
# Target sequence (A8B2U2 whole entry, looked up): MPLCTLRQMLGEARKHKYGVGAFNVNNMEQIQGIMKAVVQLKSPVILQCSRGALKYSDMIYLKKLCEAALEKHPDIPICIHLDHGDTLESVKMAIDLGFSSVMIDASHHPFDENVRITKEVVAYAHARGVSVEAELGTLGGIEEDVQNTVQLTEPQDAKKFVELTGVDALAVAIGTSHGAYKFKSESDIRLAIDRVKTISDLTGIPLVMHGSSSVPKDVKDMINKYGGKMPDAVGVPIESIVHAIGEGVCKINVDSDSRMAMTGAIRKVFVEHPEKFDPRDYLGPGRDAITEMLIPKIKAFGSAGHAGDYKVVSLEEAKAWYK
#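 40 nM FBPA preincubated 10 min at RT with compound (up to 57.5 uM final), then substrate plus GAPDH/TPI/NAD/arsenate coupling and diaphorase/resazurin added. Fluorescence read after 20 min at RT, 525/598 nm.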
# AmpC inh detg: qHTS Inhibitors of AmpC Beta-Lactamase (assay with detergent) | P00811 | AmpC hydrolysis of nitrocefin, absorbance 480 nm, 0.01% Triton | Potency, µM (series often up to 114 µM), for the others: at the top dose activity change, negative = inhibition, usual class: inhibitors | actives 0.041% (n = 370,000);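 further: potency means the concentration at half of the fitted maximal effect; 0% = no-compound wells and -100% = no-enzyme wells; nearly all actives have a fitted effect of over 25% in size; some results filed as inactive show a strong effect at the top dose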
#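 20 mM phosphate pH 7.0 + 0.01% (detergent screen) or 0.0001% Triton X-100; 5.3 nM AmpC reagent; cpd preinc 15 min RT; nitrocefin (800 uM stock) to start; A480 q20 s × 4 min; Activity was normalised to no-enzyme and no-compound control wells.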
# HCMV antiviral: qHTS Assay for inhibitors of the human cytomegalovirus (HCMV); HFF cells, HCMV-luciferase reporter, 72 h; hits give low values; activity change, negative = inhibition, % at 57.5 µM; actives 4.5% (n = 410,000); AID 1259415, 2018; in the data active means activity change below about -60%; inconclusive means no clear call, values can overlap the other calls; inactive means above about -39%
#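 Steps: HFFs plated, 16 h 37C; compounds added; HCMV-luciferase added to MOI 1 PFU/cell; 72 h 37C; OneGlo reagent, 5 min room temperature; luminescence read, normalized to controls.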
# Sm TGR block: qHTS Assay for the Inhibitors of Schistosoma Mansoni Peroxiredoxins | Schistosoma mansoni thioredoxin glutathione reductase (TGR), Q962Y6 | purified TGR, DTNB reduction, TNB absorbance 405 nm | Potency, µM (series often up to 114 µM), for the others: top-dose activity change, negative = inhibition, usual class: inhibitors | actives 3% (n = 360,000) | AID 485364, 2010; further: potency means the concentration at half of the fitted maximal effect; nearly all actives have a fitted effect of over 60% in size
#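 First, TGR (20 nM dispensed) and NADPH were mixed with compound. Second, a 15 min room-temperature incubation followed. Third, further NADPH and then DTNB were added to start the reaction. Finally, TNB absorbance was monitored kinetically.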
# Starred values were filed as active, the others as inactive; u = inconclusive; x = no result given; & = joins results of further samples; [ ] = remark or other dose. Unless noted, the call rests on the fitted dose curve; in most records, active means well fitted curve in the direction sought with a large enough effect; inconclusive means small, poorly fitted or top-dose-only effect, or another doubt; inactive means no such curve, though single readings can be large; an effect the other way counts as inactive or inconclusive. Unless noted, on the % scale 0 is the no-effect control and ±100 the full control effect.
entry	structure	AmpC no deterg	HCV inhibitor	Giardia FBPA inh
1	O=C(CN1CCC(NC(=O)Nc2ccccc2)CC1)Nc1cccc([N+](=O)[O-])c1	-40%	-19%	9%
2	O=C(CN1CCN(c2ccccc2)CC1)NCc1ccc(F)cc1	27%	10%	1%
3	Cc1cc(OCC(=O)Nc2cc(C(C)(C)C)on2)ccc1[N+](=O)[O-]	-35%	26%	x
4	CCC(=O)c1cc(-c2nc3ccccc3n2C)n(C)c1	u	-13%	0%
5	COC(=O)c1c(-c2c(Cl)cccc2Cl)noc1NC(=O)NN1CCCCC1	-25%	-9%	-9%
6	Cc1cccc(CN2CCN(CC(=O)NCc3cccs3)C2=O)c1	-11%	-15%	3%
7	CCN(C(=O)COC(=O)c1cccnc1Nc1ccccc1F)C1CCS(=O)(=O)C1 (stereo not drawn)	102%[activator]	-11%	21%
8	O=C1/C(=C/c2cccnc2)SC(=S)N1CC1CCCO1 (stereo not drawn)	-9%[11.4 µM]	-9%	4%

entry	AmpC inh detg	HCMV antiviral	Sm TGR block
1	u	8	-28%
2	1%	-7	-18%
3	2%	4	6%
4	2%	48	-7%
5	-6%	-30	-4%
6	-4%	24	-1%
7	-9%	9	-13%
8	u	23	-10%

# (listing goes on)
entry	structure	AmpC no deterg	HCV inhibitor	Giardia FBPA inh
9	O=C(CNC(=O)N1CC(=O)Nc2ccccc21)Nc1cccc(F)c1	-1%	1%	-11%
10	O=C(Nc1ccc(F)cc1F)c1ccc(-n2cccn2)c([N+](=O)[O-])c1	-21%	-11%	-25%
11	CCOc1ccc(S(=O)(=O)c2c[nH]c3ccccc3c2=O)cc1	-18%	0%	7%
12	Cc1cccc(NC(=O)COC(=O)c2ccc3c(=O)n4c(nc3c2)CCC4)c1	-14%	17%	11%
13	CC1CCN(C(=O)C(Cc2ccccc2)NS(=O)(=O)c2ccc3c(c2)oc(=O)n3C)CC1 (stereo not drawn)	10%	0%	2%
14	CS(=O)(=O)N(Cc1ccc(Cl)cc1)c1ccc(C(=O)N/N=C/c2cc3ccccc3nc2Cl)cc1	-7%	u	0%
15	Cc1cc(NC2C3CC4CC(C3)CC2C4)n2ncnc2n1 (stereo not drawn)	-5%	23%	0%
16	COc1cc(/C=C/C(=O)O)ccc1OS(=O)(=O)c1cc(C)ccc1C	-33%	40%[activator]	20%

entry	AmpC inh detg	HCMV antiviral	Sm TGR block
9	0%	u	0%
10	-7%	30	45µM*
11	-2%&8%	116&16	32%&10%
12	-7%	-34	-2%
13	-13%	11	6%
14	-5%	-38	-20%
15	-17%	-10	-2%
16	-25%	0	0%

# More compounds follow:
entry	structure	AmpC no deterg	HCV inhibitor	Giardia FBPA inh
17	COCCNC(=O)C1CCN(S(=O)(=O)c2c(C)noc2/C=C/c2cccs2)CC1	166%[activator]	1%	-1%
18	CC(=O)Nc1ccccc1OCc1nnc(-c2ccccc2Cl)o1	12%	u	8%
19	Cc1ccc(SCC(=O)OCc2csc(CC(=O)Nc3ccccc3C)n2)cc1C	-34%	0%	x
20	COc1ccc(NCc2ccc(OC)c(Cn3ccnc3)c2)c(OC)c1	21%	-22%	-25%
21	CN(CC(=O)Nc1ccc(F)cc1F)S(=O)(=O)c1ccc(C(=O)N2CCOCC2)s1	x	x	x
22	CN(C)CCNc1nc2c(c(=O)[nH]c(=O)n2C)n1CCOc1ccccc1	-15%	10%	3%
23	CCCC1=C(C(=O)OCC)C(c2cc(Cl)cc(OC)c2OCc2ccccc2)NC(=O)N1 (stereo not drawn)	-7%	u	0%
24	Cc1ccc([N+](=O)[O-])cc1S(=O)(=O)NCC1COc2ccccc2O1 (stereo not drawn)	-28%	u	17%

entry	AmpC inh detg	HCMV antiviral	Sm TGR block
17	4%	0	13%
18	1%	27	6%
19	0%	-5	-3%
20	7%	-30	-21%
21	3%	1	3%
22	-4%	-19	-14%
23	u	20	3%
24	0%	-68*	11%

# (next part)
entry	structure	AmpC no deterg	HCV inhibitor	Giardia FBPA inh
25	CCN(CC)CCCNC(=S)N(Cc1cccnc1)Cc1cc2cc(C)cc(C)c2[nH]c1=O	-37%	-5%	-3%
26	O=C(c1ccccc1)c1c[nH]c2cc3c(cc2c1=O)OCO3	-9%	-8%	-2%
27	CC(C)(C)NC(=O)COC(=O)c1ccc(O)cc1	-11%	-19%	9%
28	CCOC(=O)C/C(C)=N/NC(=O)Nc1ccccc1	-14%	-7%	5%
29	NCc1ccccc1COc1ccccc1	-21%	32%[activator]	4%
30	O=C(COc1ccc(F)cc1)Nc1ccc2nc(SCC(=O)N3CCCC3)sc2c1	x	x	x
31	COC(=O)c1ccccc1NC(=O)CN1C(=O)COc2ccc(Cl)cc21	x	x	x
32	CCc1cc(=O)n2[nH]c(C)c(-c3ccc(OC)cc3)c2n1	-13%	-2%	u

entry	AmpC inh detg	HCMV antiviral	Sm TGR block
25	-5%	-2	2%
26	-2%	x	-15%
27	-11%	2	0%
28	-1%	6	21%
29	u	14	-3%
30	3%	-21	0%
31	-7%	-3	2%
32	-11%	-17	4%

# (further entries)
entry	structure	AmpC no deterg	HCV inhibitor	Giardia FBPA inh
33	COc1ccccc1CCNC(=O)c1cc(-c2ccccn2)nc2ccc(Br)cc12	-26%	x	14%
34	CCOC(=O)C1(CCc2ccccc2)CCN(C(=O)CCc2cnn(C)c2)CC1	133%[activator]	7%	0%
35	CCC(C)c1ccc(OCC(=O)Nc2cccc(-c3nc4ncccc4o3)c2)cc1 (stereo not drawn)	x	x	x
36	CC(C)(C)c1cc(C(=O)O)n(Cc2ccc(Cl)cc2Cl)n1	-31%	12%	16%
37	CCOc1ccc(CCNC(=O)C2=C(C)C(=O)OC23CCCCC3)cc1	x	x	x
38	COc1ccc(-c2nc(CN3CCC(C(=O)NCCCN4CCN(c5ccccc5F)CC4)CC3)c(C)o2)cc1OC	x	x	x
39	CCOc1nnc(C)c2c(C)n(-c3cccc(Cl)c3)nc12	30%	2%	-5%
40	O=C(c1cc([N+](=O)[O-])ccc1N1CCCCC1)N1CCCC1	-7%	14%	5%

entry	AmpC inh detg	HCMV antiviral	Sm TGR block
33	3%	x	8%
34	-1%	-2	-2%
35	8%	20	11%
36	5%	55	-5%
37	17%	-30	-2%
38	17%	-104*	-1%
39	-13%	-27	-29%
40	4%	u	-1%

# (continued)
entry	structure	AmpC no deterg	HCV inhibitor	Giardia FBPA inh
41	COCCn1c(C)cc(C(=O)COC(=O)c2ccc(-n3nc(C)cc3C)cc2)c1C	25%	-9%	-3%
42	O=C(O)CCCCCN1C(=O)/C(=C/c2ccncc2)SC1=S	-29%	5%	18%
43	COc1ccc(CNc2nc3c(S(=O)(=O)c4ccccc4)nnn3c3ccc(Cl)cc23)cc1	x	x	x
44	CC(C)COc1ccc(-c2nonc2NC(=O)c2ccc(F)cc2)cc1	x	x	x
45	CCC(=O)n1nc(-c2ccc(OC)cc2)nc1N	-22%	11%	3%
46	Cc1cc(=O)oc2cc(OC(=O)c3cncc(Br)c3)ccc12	-15%	26%	4%
47	O=C(Cc1ccc(Nc2nc3ccc(Br)cc3[nH]2)cc1)NCCc1cccs1	2%	u	20%
48	Cc1ccccc1NC(=O)c1ccc(C)c(S(=O)(=O)NCc2cccnc2)c1	2%	27%	x

entry	AmpC inh detg	HCMV antiviral	Sm TGR block
41	0%	59	8%
42	2%	-77*	5%
43	1%	-13	10%
44	14%	3	8%
45	-5%	30	2%
46	-2%	-103*	-22%
47	4%	-11	1%
48	-2%	3	-11%

# Shown screen by screen: 5 of the compounds above.
20: COc1ccc(NCc2ccc(OC)c(Cn3ccnc3)c2)c(OC)c1
3: Cc1cc(OCC(=O)Nc2cc(C(C)(C)C)on2)ccc1[N+](=O)[O-]
23: CCCC1=C(C(=O)OCC)C(c2cc(Cl)cc(OC)c2OCc2ccccc2)NC(=O)N1 (stereo not drawn)
43: COc1ccc(CNc2nc3c(S(=O)(=O)c4ccccc4)nnn3c3ccc(Cl)cc23)cc1
44: CC(C)COc1ccc(-c2nonc2NC(=O)c2ccc(F)cc2)cc1

Assay by compound	20	3	23	43	44
AmpC no deterg	21%	-35%	-7%	x	x
HCV inhibitor	-22%	26%	u	x	x
Giardia FBPA inh	-25%	x	0%	x	x
AmpC inh detg	7%	2%	u	1%	14%
HCMV antiviral	-30	4	20	-13	3
Sm TGR block	-21%	6%	3%	10%	8%

# Other compounds follow.
entry	structure	AmpC no deterg	HCV inhibitor	Giardia FBPA inh
49	COc1ccc(-c2cc(C(F)(F)F)n3nc(C(=O)Nc4cc(Cl)cc(Cl)c4)cc3n2)cc1	x	x	x
50	CCCCNS(=O)(=O)c1ccc(NC(=O)c2c(-c3ccccc3Cl)noc2C)cc1	-25%	x	-1%
51	COc1ccccc1CNC(=O)C(=O)NCC1OCCN1C(=O)c1ccc(Cl)cc1 (stereo not drawn)	-3%	-3%	1%
52	COC(=O)c1c(NC(=O)c2cccs2)sc2c1CCC(C)C2 (stereo not drawn)	-16%	-19%	-10%
53	CN(Cc1ccccc1)C(=O)c1cc(S(=O)(=O)N2CCOCC2)cn1C	-2%	9%	-5%
54	O=C1C=C(c2cccc(Cl)c2O)C[C@@H](c2ccc(Cl)cc2)C1	-22%	u	x
55	Nc1nc2c(-c3ccc(Br)cc3)nnn2c2ccccc12	-5%	8%	2%
56	C/C=C/c1ccc(OCCN2CCc3ccccc3C2)c(OC)c1	36%	u	-11%

entry	AmpC inh detg	HCMV antiviral	Sm TGR block
49	0%	14	7%
50	-3%	x	8%
51	6%	0	-1%
52	u	43	4%
53	u	45	13%
54	8%	4	-21%
55	0%	194	0%
56	-9%	-9	-22%

# Next compounds follow.
entry	structure	AmpC no deterg	HCV inhibitor	Giardia FBPA inh
57	COc1cc(OC)c(OC)cc1C#N	-23%	32%[activator]	3%
58	COc1cc(-c2nnc(SC/C=C/c3ccccc3)n2N)cc(OC)c1OC	1%	-8%	0%
59	COc1ccc(Cl)cc1NC(=O)CCNC(=O)Cn1ccc2ccccc2c1=O	-2%	u	-14%
60	CN/C(=C\[N+](=O)[O-])NCCSCc1csc(CN(C)C)n1	x	-9%	3%[21.7 µM]
61	O=C(NC1CCCCC1)NC1C2CC3CC(C2)CC1C3 (stereo not drawn)	-9%	19%	-3%
62	Clc1ccc(OCc2cn3cccnc3n2)c2ncccc12	-1%	-2%	-5%
63	FC(F)(F)c1ccccc1N1CC1c1ccncc1 (stereo not drawn)	37%	-7%	2%
64	CSCCC(Nc1ccc(S(=O)(=O)N2CCOCC2)cc1[N+](=O)[O-])C(=O)OCC(=O)N(C(C)C)C(C)C (stereo not drawn)	61%[activator]	22%&4%	0%
65	CC(C)(C)NC(=O)CSc1nc(-c2ccccc2)cc(=O)[nH]1	-29%	7%	2%

entry	AmpC inh detg	HCMV antiviral	Sm TGR block
57	-7%	17	8%
58	2%	24	-24%
59	4%	x	-6%
60	x	2	x
61	4%	41	-17%
62	2%	30	-6%
63	-10%	-39	-8%
64	-14%	6	5%
65	1%	-33	x
